Assay outcomes: PubChem BioAssay, several laboratories
KCNK3 block – human KCNK3 channel inhibition, primary screen. O14649. CHO-KCNK3 thallium flux, FluxOR fluorescence; stronger effect = lower value. B-score at 10 µM. 340,000 compounds, 0.84% hits;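 active = B-score under library mean minus 4 SD, starting fluorescence ratio at most library mean plus 5 SD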;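 also: more negative B-score means stronger inhibition of thallium flux through KCNK3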
Target sequence (O14649 whole entry, looked up): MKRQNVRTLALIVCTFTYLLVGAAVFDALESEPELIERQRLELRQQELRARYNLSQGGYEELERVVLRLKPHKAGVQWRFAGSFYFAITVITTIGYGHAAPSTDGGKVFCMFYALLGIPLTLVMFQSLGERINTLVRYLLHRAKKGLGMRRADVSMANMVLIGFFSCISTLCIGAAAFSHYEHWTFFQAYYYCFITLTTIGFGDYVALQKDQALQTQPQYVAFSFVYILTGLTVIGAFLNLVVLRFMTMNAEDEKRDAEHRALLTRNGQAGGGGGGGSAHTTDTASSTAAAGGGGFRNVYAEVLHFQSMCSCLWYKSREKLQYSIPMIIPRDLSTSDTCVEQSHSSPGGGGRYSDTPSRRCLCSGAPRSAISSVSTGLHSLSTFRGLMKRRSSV
GSK3 alpha inh – blocks human GSK-3 alpha kinase. ADP-Glo luminescence, 60 min. inhibition, % at 10 µM. AID 2650. P49840. 320,000 compounds, 0.1% hits;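 in the data active = inhibition above about 50%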;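 also: GST-tagged GSK-3 alpha with peptide substrate and 25 µM ATP; 0% = DMSO neutral wells and 100% = GW8510 positive control wells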
Target sequence (P49840 whole entry, looked up): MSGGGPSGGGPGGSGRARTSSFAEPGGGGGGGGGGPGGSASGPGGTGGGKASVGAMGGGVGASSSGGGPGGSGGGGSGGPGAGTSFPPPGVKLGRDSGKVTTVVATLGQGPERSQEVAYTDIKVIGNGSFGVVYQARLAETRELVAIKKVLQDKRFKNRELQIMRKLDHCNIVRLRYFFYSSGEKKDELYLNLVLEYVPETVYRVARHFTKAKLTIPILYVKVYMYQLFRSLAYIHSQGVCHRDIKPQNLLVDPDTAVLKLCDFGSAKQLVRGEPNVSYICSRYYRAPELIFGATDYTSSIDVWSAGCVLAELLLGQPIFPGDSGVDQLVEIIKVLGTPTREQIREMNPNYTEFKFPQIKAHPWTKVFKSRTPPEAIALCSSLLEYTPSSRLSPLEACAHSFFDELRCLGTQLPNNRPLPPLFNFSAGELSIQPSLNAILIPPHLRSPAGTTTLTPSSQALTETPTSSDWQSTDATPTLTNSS
Dyrk1A ADPGlo – inhibitors of rat Dyrk1A kinase. Q63470. ADP-Glo luminescence, NFATc1 peptide. inhibition, % at 12.5 µM. 310,000 compounds, 0.43% hits. AID 504441; in the data active = inhibition above about 50%;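 also: plate controls were vehicle with enzyme for no effect and no enzyme for full effect; many of its hits are not listed in these tables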
* = called active by the depositor; i = inactive. The list is partial (hit frequency here may not be typical).

GSK3 alpha inh | canonical_smiles | KCNK3 block | Dyrk1A ADPGlo
3 | COC(=O)C1=C(C)N(Cc2ccccc2)C(=NCCc2c[nH]c3ccccc23)N[C@H]1c1cccc(C(F)(F)F)c1 | i | -11
-2 | O=C(COC(=O)c1ccccc1Cl)NC1CCCCCC1 | i | 1
1 | COc1ccccc1OCC(=O)N(Cc1nc(-c2ccccc2)no1)C1CCCCC1 | i | 5
-4 | CC(C)(C)N(Cc1ccccc1)C(=O)COC(=O)C1CCCCC1 | i | 4
0 | COc1ccc(Br)cc1CN(C)C(=O)C1=CC=CN2CCS(=O)(=O)N=C12 | i | -1
-3 | COc1ccc(-c2noc(CSc3nnc(-c4ccncc4)n3-c3ccc(F)cc3)n2)cc1OC | i | -4
-1 | N#Cc1ccc(Cl)cc1NC(=O)CSc1cccc[n+]1[O-] | i | -1
0 | COc1ccc(-c2oc(=O)c3cc(OC)c(OC)cc3c2-c2cc(F)cc(OC)c2)cc1 | i | -6
-1 | C[C@@H]1CN([C@H](C)CO)C(=O)c2cc(NC(=O)Cc3cn(C)c4ccccc34)ccc2O[C@H]1CN(C)S(=O)(=O)c1ccc(F)cc1 | i | 4
-3 | COc1ccc(NC(=O)Nc2ccc3c(c2)C(=O)N([C@H](C)CO)C[C@H](C)[C@@H](CN(C)C(=O)Nc2c(C)noc2C)O3)cc1 | i | -4
2 | O=C(COC(=O)C1=COCCO1)Nc1ccc(Br)cc1Br | i | 0
-1 | COc1cc2cc(CCOC(=O)c3ccc(F)cc3)oc(=O)c2cc1OC | i | 0

Additional entries follow:
GSK3 alpha inh | canonical_smiles | KCNK3 block | Dyrk1A ADPGlo
-3 | O=C(NNC(=O)c1ccc(Br)o1)c1csc(N2CCOCC2)n1 | i | -4
1 | CC(C)C(NC(=O)c1ccc(Cl)cc1Cl)C(=O)N1CCC1 (stereo not given) | i | 0
-1 | Cc1cc(NS(=O)(=O)c2ccc(NC(=O)COc3ccc(C#N)cc3)cc2)nc(C)n1 | i | 10
-2 | CCCCOc1ccc(C(=O)NCC(=O)NCC(c2cccs2)N2CCOCC2)cc1 (stereo not given) | i | -1
4 | Cc1ccnc(NC(=O)c2cccc(S(=O)(=O)Nc3ccc(C)cc3C)c2)c1 | i | 6
1 | O=C(COC(=O)c1ccc(Cl)nc1)Nc1ccc2c(c1)OCCO2 | i | 6
-6 | CCCS(=O)(=O)N1CCC(C(=O)NCCCN2CCCC2=O)CC1 | i | 9
0 | C[C@H]1CN([C@@H](C)CO)C(=O)c2cc(NC(=O)Cc3ccccc3)ccc2O[C@H]1CN(C)Cc1ccccc1 | i | 18
7 | O=C(Nc1ccc(Cl)cc1Cl)c1ccc2c(c1)OCCO2 | i | -5
3 | COc1ccc(Cl)cc1NC(=O)COc1ccc2c(c1)OCO2 | i | -6
-3 | CCN(C[C@H]1N[C@@](CC)(C(=O)OC)[C@H]2C(=O)N(C)C(=O)[C@@H]12)C(=O)Nc1ccc(C(F)(F)F)cc1 | i | -4
0 | Cc1cccc(C)c1NC(=O)CN1C(=O)NC(C)(C2CC2)C1=O (stereo not given) | i | 6

(cont.)
GSK3 alpha inh | canonical_smiles | KCNK3 block | Dyrk1A ADPGlo
1 | CC(=O)c1ccc(S(=O)(=O)N2CCN(C(=O)c3ccc(-n4cncn4)c([N+](=O)[O-])c3)CC2)cc1 | i | -2
0 | C=CC[C@@H](CC(=O)N(CCO)Cc1ccccc1)C(=O)N[C@H](COC(=O)[C@@H](CC=C)CC(=O)OC(C)(C)C)c1ccccc1 | i | 18
-3 | CCOC(=O)C1=C(COC(=O)CCC(=O)c2ccc(C)cc2)NC(=O)NC1C (stereo not given) | i | 2
23 | CC(C)[C@H](CN1CCC[C@H]1CN1C(N)=NC[C@@H]1Cc1ccccc1)N1C[C@@H](Cc2ccccc2)N(CCc2ccc(Cl)c(Cl)c2)C1=N | i | 10
0 | CC(=O)NS(=O)(=O)c1ccc(NC(=O)C2C3C=CC(C3)C2C(=O)O)cc1 (stereo not given) | i | -2
1 | Cc1cccc(NC(=O)[C@@H]2CCCN2C2=NS(=O)(=O)c3ccccc32)c1C | i | -7
-1 | C(=Nc1ccc(Nc2ccccc2)cc1)c1ccc2ccccc2c1 | i | -2
-1 | COCCN(CC(=O)Nc1cccc(C)c1C)C(=O)C1(c2ccc(Cl)cc2)CCC1 | i | 7
-2 | CCCNC(=O)C(Cc1cccc(OC)c1)NC(=O)c1ccc(C(C)(C)C)cc1 (stereo not given) | i | 8
-2 | Oc1ccc(Cl)cc1CNCc1ccc(C(F)(F)F)cc1 | i | -1
-2 | CN(Cc1ccccc1)C(=O)c1cccc(NC(=O)Cc2cccc([N+](=O)[O-])c2)c1 | i | 9
1 | Cc1nn(-c2ccccc2)c(C)c1C(=O)OCC(=O)Nc1cccc(S(N)(=O)=O)c1 | i | 9

Single records, from the list above. Order of values: GSK3 alpha inh	KCNK3 block	Dyrk1A ADPGlo
CCCS(=O)(=O)N1CCC(C(=O)NCCCN2CCCC2=O)CC1 across the screens: -6	i	9
CCOC(=O)C1=C(COC(=O)CCC(=O)c2ccc(C)cc2)NC(=O)NC1C (stereo not given) across the screens: -3	i	2
O=C(COC(=O)c1ccc(Cl)nc1)Nc1ccc2c(c1)OCCO2 across the screens: 1	i	6
COc1ccccc1OCC(=O)N(Cc1nc(-c2ccccc2)no1)C1CCCCC1 across the screens: 1	i	5
COC(=O)C1=C(C)N(Cc2ccccc2)C(=NCCc2c[nH]c3ccccc23)N[C@H]1c1cccc(C(F)(F)F)c1 across the screens: 3	i	-11

Later entries:
GSK3 alpha inh | canonical_smiles | KCNK3 block | Dyrk1A ADPGlo
1 | O=C1N[C@H](Cc2ccccc2)COC(=O)[C@@H](Cc2ccc(F)cc2)C/C=C\C[C@H]1CC(=O)N(CCO)Cc1ccccc1 | i | -2
-4 | COc1cc(OC)cc(C(=O)NC(C(=O)NNC(=O)c2ccc(C)cc2)C(C)C)c1 (stereo not given) | i | -6
-2 | Cc1cccc(OCc2nnc(-c3ccc(F)cc3)o2)c1 | i | 1
6 | O=C(NN=Cc1ccccc1C(=O)O)c1cccc(S(=O)(=O)Nc2cccc(C(F)(F)F)c2)c1 | i | -5
2 | Cc1cccc(NC(=O)COC(=O)c2ccc(C)c(S(=O)(=O)N3CCCCC3)c2)c1 | -12* | 3
0 | CCC(C)c1ccccc1N1CC(C(=O)Nc2ccc(N3CCOCC3)cc2)CC1=O (stereo not given) | i | 1
-1 | O=C(COC(=O)C1CC2C=CC1C2)Nc1ccccc1[N+](=O)[O-] (stereo not given) | i | -1
-3 | CCCCC/C=C/C1=CC(=O)C[C@H](c2ccc(OC)c(OC)c2)C1 | i | 0
-2 | CC(=O)Nc1sc(C)c(C)c1C(=O)OCC(=O)NCc1ccc(Cl)cc1 | i | 2
4 | O=C(OCC(=O)N1CCC(Cc2ccccc2)CC1)c1ccccc1O | i | 1
2 | Cc1cc(NC(=O)COC(=O)c2ccccc2NCCO)no1 | i | -1
-1 | C=CCOc1ccccc1OCC(O)CNC(C)C (stereo not given) | i | 7

More results follow.
GSK3 alpha inh | canonical_smiles | KCNK3 block | Dyrk1A ADPGlo
3 | COc1ccc2c3n([n+]([O-])c2c1)CCN=C3c1cc(Cl)c(N)c(Cl)c1 | i | -2
-1 | COc1cc(C=NNC(=O)Cn2nc(C)cc2C)ccc1OC(=O)C1CC1 | i | 0
2 | COc1ccc(N2CC(C(=O)Nc3ccc(S(=O)(=O)Nc4nccs4)cc3)CC2=O)c(OC)c1 (stereo not given) | i | -1
-3 | COc1ccc(CNC(=O)C2CCN(C(=O)c3ccc(F)cc3)CC2)cc1OC | i | -2
0 | CC(=O)N1CCN(C(=S)NC(=O)c2ccc(F)cc2)CC1 | i | 10
4 | Nc1c(Cl)ncnc1N/N=C/c1ccc2ccccc2n1 | i | 3
-2 | C[C@@H]1CC[C@]2(C(=O)O)CC[C@]3(C)C(=CCC4[C@@]5(C)CC[C@H](O)[C@@](C)(C(=O)O)C5CC[C@]43C)C2[C@]1(C)O (stereo not given in full) | i | 6
-4 | O=C1OC[C@@H]2CCCN2C(=O)[C@H](CC(=O)N(CCO)Cc2ccccc2)C/C=C\C[C@H]1Cc1ccc(F)cc1 | i | 19
-4 | COc1ccc([C@H]2CC(=O)C=C(c3cccc(OC)c3)C2)cc1 | i | 5
-4 | Cc1cccc(C(C)C)c1NC(=O)c1ccc(OCC2CCCO2)cc1 (stereo not given) | i | -5
1 | CC1=C(C(=O)O)N2C(=O)C(NC(=O)c3ccc(F)cc3)C2SC1 (stereo not given) | i | -5
0 | Cc1cc(NC(=O)CNC(=O)C2CCCCC2)no1 | i | 6

The listing continues.
GSK3 alpha inh | canonical_smiles | KCNK3 block | Dyrk1A ADPGlo
-2 | C=CCn1c(SCC(=O)Nc2cc(C)on2)nc2sc3c(c2c1=O)CCCC3 | i | 0
-3 | O=C(NCC(=O)N1CCN(S(=O)(=O)c2ccc3c(c2)OCCO3)CC1)c1ccccc1F | i | -5
-3 | COc1ccccc1OCCNC(=O)CCS(=O)(=O)c1ccccc1 | i | -3
0 | CN(CCO)S(=O)(=O)c1ccc2c(c1)C(=NO)c1cc(S(=O)(=O)N(C)CCO)ccc1-2 | i | 2
6 | Nc1ncnc2c1C(c1ccccc1)c1c(ccc3ccccc13)O2 (stereo not given) | i | 21
0 | c1coc(-c2nnc3sc(-c4cccs4)nn23)c1 | i | 3
0 | O=c1c2ccccc2nc2sc(Nc3cccc(Cl)c3)nn12 | i | -3
2 | N#CCSc1ccccc1NC(=O)CN1C(=O)C(=O)N(Cc2ccccc2)C1=O | i | -2
-4 | C=CC[C@H](CC(=O)N(CCO)Cc1ccccc1)C(=O)N[C@H](COC(=O)[C@@H](CC=C)CC(=O)OC(C)(C)C)Cc1c[nH]c2ccccc12 | i | 9
0 | O=C1CN(C(=O)COC(=O)CCc2ccccc2O)c2ccccc2N1 | i | -3
0 | Cc1ccc(-c2nnn(CC(=O)N(CC(=O)NCC3CCCO3)c3ccc(F)c(Cl)c3)n2)o1 (stereo not given) | i | 9
1 | Cc1ccc(NC(=O)CN(C)CC(=O)N(CC(C)C)c2c(N)n(CC(C)C)c(=O)[nH]c2=O)c(C)c1 | i | -1

Overlap with the part before: 4 entries; new compounds follow.
GSK3 alpha inh | canonical_smiles | KCNK3 block | Dyrk1A ADPGlo
-4 | C=CC[C@H](CC(=O)N(CCO)Cc1ccccc1)C(=O)N[C@H](COC(=O)[C@@H](CC=C)CC(=O)OC(C)(C)C)Cc1c[nH]c2ccccc12 | i | 9
0 | O=C1CN(C(=O)COC(=O)CCc2ccccc2O)c2ccccc2N1 | i | -3
0 | Cc1ccc(-c2nnn(CC(=O)N(CC(=O)NCC3CCCO3)c3ccc(F)c(Cl)c3)n2)o1 (stereo not given) | i | 9
1 | Cc1ccc(NC(=O)CN(C)CC(=O)N(CC(C)C)c2c(N)n(CC(C)C)c(=O)[nH]c2=O)c(C)c1 | i | -1
-1 | O=C(CN1C(=O)NC2(CCCC2)C1=O)OCc1ccccc1 | i | 5
-6 | Cc1ccc(C(=O)OCC(=O)NCCc2ccccc2)cc1C | i | -4
0 | CC1(C)CC(=O)C(CO)=C(c2cccc3ccccc23)C1=O | i | 10
-3 | Cc1[nH]c(SCC(=O)c2c(N)n(C)c(=O)n(C)c2=O)nc1Cc1ccccc1 | i | 1
-4 | COc1cccc(C(=O)N2CCN(CCCc3ccccc3)CC2)c1OC | i | -9
-1 | C[C@@H](OC(=O)c1[nH]cnc1C(=O)N1CCc2ccccc2C1)c1ccccc1 | i | 11
2 | C#CCOCCOCCOCCNc1nc(N2CCN(C(=O)[C@H]([C@@H](C)CC)n3cc(CCCCN)nn3)CC2)nc(N2CCN(C(=O)[C@H](CCCCN)n3cc(CCCC)nn3)CC2)n1 | i | 6
-3 | c1ccc2c(c1)CCCc1cc(NCCN3CCOCC3)nnc1-2 | i | 5
-2 | CCC(C)Sc1ccc([C@@H]2[C@@H]3C(=O)N(CC)C(=O)[C@@H]3[C@]3(C(=O)OC)CCCCN23)cc1 (stereo not given in full) | i | 6
-1 | COc1ccc(S(=O)(=O)N(C)C[C@@H]2Oc3c(NS(C)(=O)=O)cccc3C(=O)N([C@@H](C)CO)C[C@H]2C)cc1 | i | 1
-25 | CN(C(=O)COC(=O)CCCc1c[nH]c2ccccc12)c1c(N)n(Cc2ccccc2)c(=O)[nH]c1=O | i | -1
1 | COc1ccc(OC)c(NC(=O)CSc2nc3[nH]c(=O)cc(O)c3s2)c1 | i | 7

Next section.
GSK3 alpha inh | canonical_smiles | KCNK3 block | Dyrk1A ADPGlo
0 | S=C1NCCc2ccc(Cl)cc2C1c1ccccc1 (stereo not given) | -10* | 20
-2 | CCN(CC)S(=O)(=O)c1cc(F)ccc1OC | i | -5
-2 | CS(=O)(=O)Nc1ccccc1C(=O)OCC(=O)NCc1cccs1 | i | -4
-1 | COc1ccc(CN(Cc2cc3cc(OC)c(OC)cc3[nH]c2=O)C(=O)NC2CCCCC2)cc1 | i | 1
-4 | O=C(COC(=O)/C=C/c1ccc(S(=O)(=O)N2CCOCC2)cc1)Nc1ccc(F)c(F)c1F | i | 1
3 | COC(=O)C1=C(C)N(Cc2ccccc2)C(=NCc2cccc(C(F)(F)F)c2)N[C@H]1c1cccc(C(F)(F)F)c1 | i | -6
3 | CC1(C)CC(=O)C=C(/C=C/c2ccccc2)C1 | i | 7
0 | COc1ccc(C)cc1NC(=O)CSc1cccc[n+]1[O-] | i | 2
1 | O=C(NCc1ccccc1)N(Cc1nc2ccccc2c(=O)[nH]1)C1CCCC1 | i | 0
2 | CC1CCC2(CC1)NC(=O)N(CC(=O)Nc1cccc(S(=O)(=O)N3CCCC3)c1)C2=O (stereo not given) | i | -4
-1 | CC(c1ccc(F)cc1)n1cc(S(=O)(=O)N2CCCC2)ccc1=O (stereo not given) | i | -1
